mouse EphA4 binding = inhibitors of EphA4 binding to KYL peptide, primary screen, biochemical, colorimetric, mouse EphA4 (AID 689); Ephrin type-A receptor 4 (Mus musculus); EphA4-AP binding to KYL peptide, pNPP A405; higher % means a stronger effect; inhibition, % at 10 µM; hits with a dose series show IC50 in µM; actives 0.1% (n = 62,000); in the data active = a potency from the dose series; inactive = the rest, 99 in 100 with inhibition below about 22%
* marks the source's active call; other numbers are inactive results. Only part of the results is shown. The share of hits here may be higher or lower than overall.

Compound	mouse EphA4 binding
CC(C)c1ccc(NC(=O)CCN2C(=O)c3ccc([N+](=O)[O-])cc3C2=O)cc1	-2.7%
CCCCc1c(C(=O)O)cc(OC)cc1C(=O)O	-5.5%
CCOC(=O)C1CCN(C(=O)Nc2ccccc2Cl)CC1	4.6%
O=C(CCCSc1nc2ccccc2s1)Nc1nccs1	38.5%
Cc1ccc(C(=O)Nc2c(C)n(C)n(-c3ccccc3)c2=O)cc1S(=O)(=O)N1CCOCC1	-11.7%
O=C(NC1=Nc2cccc3cccc1c23)c1cccc(C(F)(F)F)c1	-1.4%
COc1cccc(/C=N/Nc2ncnc3scc(-c4ccccc4)c23)c1OC	3.1%
COc1ccc(S(=O)(=O)N2CCC(=O)N2)cc1	-5.4%
N=c1c2c(-c3ccccc3)c(-c3ccccc3)oc2ncn1CCN1CCOCC1	-4.8%
O=C(Nc1ccc(Cl)c(Cl)c1)Nc1nnc(-c2ccccc2Br)s1	-0.8%
CC(C)(C)NC(=O)COc1ccc(CNc2ccc3[nH]c(=O)[nH]c3c2)cc1	-15.4%
COc1ccc(-c2cc(C3CCN(c4ccc(C(C)=O)cc4[N+](=O)[O-])CC3)[nH]n2)cc1	-21.7%
COc1cc(C(=O)CSc2nnc(-c3ccc(O)cc3)n2CC2CCCO2)ccc1NC(C)=O (stereo not drawn)	4.1%
CCn1c(SCC(=O)Nc2cccc(OC)c2)nnc1-c1ccc(Cl)cc1	-2.1%
CC(=O)NC(NC(C)=O)c1ccc(Br)cc1	0.1%
O=C(Nc1nc(-c2cc(Cl)ccc2Cl)cs1)C(Cl)Cl	-5.1%
Cc1ccc(NCc2nnc3n2CCCCC3)cc1	-9.0%
COc1ccc(NC(=O)CCC(=O)c2ccc(-c3ccccc3)cc2)cc1	-2.8%
c1ccc(-c2nnc(SCc3nc4ccccc4[nH]3)n2Cc2ccco2)nc1	-25.9%
C=CCNC(=O)c1ccc(I)cc1	-17.6%

Additional compounds follow:
Compound	mouse EphA4 binding
O=C(C1CCC(=O)N1C1CCCCC1)N1CCN(c2ccc(F)cc2)CC1 (stereo not drawn)	-10.7%
N#CN(CC(N)=O)c1nc(N2CCCCC2)nc(N2CCCCC2)n1	-0.7%
CC(=O)Nc1ccc(NC(=O)COC(=O)c2ccc(C)s2)cc1	-4.8%
CC(C)C(NC(=O)CNC(=O)OC(C)(C)C)C(=O)NCc1ccccc1 (stereo not drawn)	-17.6%
Cc1ccc(C2(C)NC(=O)N(CC(=O)Nc3cc(C)on3)C2=O)cc1 (stereo not drawn)	-23.1%
COC(=O)C1=C(C)Nc2ncnn2C1c1cccnc1 (stereo not drawn)	-0.2%
O=C(/C=C/N1CCOCC1)c1coc2ccccc12	3.6%
CCc1c(C)sc(NC(=O)c2cc(C)on2)c1C#N	-7.8%
CC(C)COC(=O)Cc1c(O)c2ccccc2[nH]c1=O	-9.6%
Cc1ccc(-c2nc3ccccc3s2)cc1NC(=S)NC(=O)c1ccccc1	-3.8%
COC(=O)c1sc2ccccc2c1-n1cccc1C(=O)C(=O)Nc1ccc(Cl)cc1	-2.0%
Cc1cc(Br)cc(C)c1NC(=O)COc1ccccc1	-6.6%
O=C(O)CC(Cn1cnnn1)c1ccccc1 (stereo not drawn)	3.6%
COC(=O)c1sc2nc(N3CCCCC3)c3c(c2c1N)CCCC3	-2.1%
CC(=O)N1CCN(c2nc(OC(C(F)(F)F)C(F)(F)F)nc(N(c3ccccc3)c3ccccc3)n2)CC1	-8.4%
CCOC(=O)N1CCN(C2CC(=O)N(c3ccc(F)cc3)C2=O)CC1 (stereo not drawn)	-2.8%
Cc1ccnc(SCC(=O)n2c3c(c4ccccc42)CC(C)CC3)n1 (stereo not drawn)	-8.6%
O=C(CSc1ncnc2c1oc1ccccc12)NCc1ccco1	-0.5%
Nc1c(C(=O)Nc2ccccc2F)sc2nc(-c3ccco3)ccc12	-2.4%
Cc1ccc(-c2ccc(=O)n(CC(=O)N3CCN(c4cccc(C)c4)C(C)C3)n2)cc1 (stereo not drawn)	-29.1%

Another view of part of the listing above:
O=C(/C=C/N1CCOCC1)c1coc2ccccc12
  mouse EphA4 binding: 3.6%

Cc1ccc(-c2ccc(=O)n(CC(=O)N3CCN(c4cccc(C)c4)C(C)C3)n2)cc1 (stereo not drawn)
  mouse EphA4 binding: -29.1%

O=C(O)CC(Cn1cnnn1)c1ccccc1 (stereo not drawn)
  mouse EphA4 binding: 3.6%

N#CN(CC(N)=O)c1nc(N2CCCCC2)nc(N2CCCCC2)n1
  mouse EphA4 binding: -0.7%

As entered above:
`O=C(/C=C/N1CCOCC1)c1coc2ccccc12` – mouse EphA4 binding = 3.6%
`O=C(O)CC(Cn1cnnn1)c1ccccc1` (stereo not drawn) – mouse EphA4 binding = 3.6%
`Cc1cc(Br)cc(C)c1NC(=O)COc1ccccc1` – mouse EphA4 binding = -6.6%

(continued)
Compound	mouse EphA4 binding
CCC(=O)CC(O)(c1ccccc1)C(F)(F)F (stereo not drawn)	-6.6%
CCOc1ccc(N/C=C\C(=O)c2ccc(F)cc2)c([N+](=O)[O-])c1	0.5%
Cc1noc(/C=C/N(C)C)c1S(=O)(=O)N1CCCC(C(=O)NC(C)c2ccccc2)C1 (stereo not drawn)	-18.0%
O=C(CN1C(=O)C2CC=CCC2C1=O)NCc1ccc2c(c1)OCO2 (stereo not drawn)	6.4%
CC(NC(=O)c1ccccc1)c1nc2ccccc2n1Cc1ccccc1F (stereo not drawn)	7.0%
CCCCCOc1ccc(N2C(=O)CC(N(O)c3ccccc3)C2=O)cc1 (stereo not drawn)	-1.1%
O=C(O)C1C2C=CC(C2)C1C(=O)Nc1nccs1 (stereo not drawn)	2.4%
Cc1nc(-c2cccc(NC(=O)c3cc4cc(Br)ccc4oc3=O)c2)cs1	0.3%
CN1C(=O)C(=O)c2cc(Br)ccc21	3.4%
Cc1sc(=NC(=O)c2ccco2)n(C)c1-c1ccc(F)cc1	-10.3%
COc1ccc(N(CC(=O)NCc2ccccc2OC)S(=O)(=O)c2c(C)nn(C)c2C)cc1	-4.8%
COc1ccccc1Nc1ncnc2c1cnn2-c1cccc(C)c1	-4.6%
Cc1ccc(NC(=O)CCSc2nnc3ccccn23)cc1	-2.3%
CO/N=C/c1ccc(Sc2ccccc2N)c([N+](=O)[O-])c1	2.1%
O=C1CN(C(=O)c2ccc(F)cc2)c2ccccc2N1	8.7%
Cc1ccc(S(=O)(=O)Nc2ccc(N3CCOCC3)cc2)cc1	-6.2%
CCc1ccc2nc(NC(=O)c3ccc4c(=O)[nH]c(CN5CCOCC5)nc4c3)sc2c1	-3.4%
Cc1ccc(S(=O)(=O)Cn2nnnc2C(c2ccc(F)cc2)N2CCCCC2)cc1 (stereo not drawn)	-11.7%
Oc1ccc(C(=S)N2CCCCCC2)cc1	-21.8%
CCS(=O)(=O)Nc1c(C(=O)O)[nH]c2ccccc12	-20.8%

Next part.
Compound	mouse EphA4 binding
O=C(OCC#CCSc1nnc(-c2ccc(Br)cc2)o1)c1ccco1	-6.6%
Clc1ccc(OCCN2CCCCC2)c(Cl)c1	-0.2%
CC(C)N(Cc1nc(-c2ccccc2)no1)C(=O)COc1ccccc1	-5.6%
O=[n+]1c2c(n([O-])c3cc(Cl)ccc31)CCCC2	-3.5%
Cc1[nH]c2ccc(-c3n[nH]c(=S)n3C)cc2c1C	-3.2%
Cc1ccccc1/C=C1/SC(=Nc2ccc(F)cc2)NC1=O	-2.0%
O=C(NC1CC2CCCC(C1)N2C(=O)NCc1ccccc1)C1CC1 (stereo not drawn)	6.4%
CSc1ccccc1-c1nnc(-c2ccc(Cl)c(Cl)c2)o1	6.9%
COC(=O)c1cc(NC(=O)c2cc3ccccc3o2)cc(C(=O)OC)c1	-5.4%
O=C(CSc1ccccc1)Nc1cccc(NC(=O)c2ccco2)c1	-3.8%
COc1ccc(N2C(=O)NC(=O)/C(=C\c3cc(Br)c(OC)cc3OC)C2=O)cc1	-1.1%
COc1ccc2c(CC(=O)OCC(=O)c3ccc(F)cc3)coc2c1	-0.8%
CC(=O)Nc1cc(C(F)(F)F)ccc1Oc1cccc(Br)c1	5.4%
CCCCOC(=O)C(C)c1c(C)[nH]c(=S)[nH]c1=O (stereo not drawn)	-4.5%
CCC(CC)C(=O)Nc1cc(=O)n(C)c(=O)n1C	4.6%
Cc1ccc(NC(=O)Cc2nc(CSc3nnc(-c4ccc5c(c4)OCO5)o3)cs2)cc1	-5.4%
COc1cccc(C=C2C(=O)c3ccccc3C2=O)c1	-8.9%
COc1ccc(NC(=S)Nc2ncccc2C)c(OC)c1	-0.7%
Cc1noc(C)c1S(=O)(=O)N(C)CC(=O)Nc1ccc(F)cc1	-3.5%
CC1(C)Cc2nc(-c3ccccc3)n3cnnc3c2CO1	-12.6%

(further entries)
Compound,mouse EphA4 binding
O=C(NCc1ccco1)c1ccc(COCC(F)(F)C(F)F)cc1,-4.7%
c1ccc(-c2nnc(SCCC3OCCCO3)o2)cc1,-14.8%
Cc1oc2c(cc(NS(=O)(=O)c3ccc4c5c(cccc35)C(=O)N4)c3ccccc32)c1C(=O)OC(C)C,-1.4%
CCCn1nc2cc(C(=O)NCCCCc3ccccc3)ccc2c1OCC,-9.9%
CCc1ccc2c(c1)C(c1cccs1)=NNC(c1cccnc1)=N2,-8.7%
O=C(NCCc1cccs1)C1CC(c2ccc([N+](=O)[O-])cc2)=NO1 (stereo not drawn),1.4%
Cc1occc1C(=O)NCCc1ccc(Cl)cc1,-8.2%
COc1ccc(CCNC(=O)c2c(C)noc2C)cc1,-8.2%
O=C(OCC(O)C(O)COC(=O)c1ccccc1)c1ccccc1 (stereo not drawn),-2.4%
Cc1ccc(-n2nc3ccc(NC(=O)c4ccc5c(c4)OCO5)cc3n2)cc1,-6.0%

(cont.)
Compound,mouse EphA4 binding
CCN(CC)C(=O)CSc1nnc(CCN)o1,-7.3%
CCOc1ccccc1C1CC(=O)NC2=C1C(=O)CC(C)(C)C2 (stereo not drawn),-11.1%
CN(C)S(=O)(=O)c1ccc(C(=O)OCC(=O)c2ccc(OC(F)F)cc2OC(F)F)cc1,2.3%
CNC(=O)NC(=O)CSc1ccc(NC(C)=O)cc1,-20.5%
Nc1ccc(O)cc1C(=O)OCC(=O)C12CC3CC(CC(C3)C1)C2,12.6%
CCOc1ccc(-n2c(O)c(C=C3C=CC=N3)c(=O)[nH]c2=O)cc1,-5.5%
O=C(NCCN1CCOCC1)c1ccc([N+](=O)[O-])cc1[N+](=O)[O-],5.1%
Cc1ccc(Cl)cc1N1CCN(C(=O)c2cc3c(=O)n(C)c4ccccc4c3n2C)CC1,-2.1%
O=S(=O)(c1ccccc1)N1CCN(C2CCN(Cc3ccccc3)CC2)CC1,-16.7%
COc1ccc(CCN(C)C(=O)C2CCCN(Cc3ccc(OC)c(OC)c3)C2)cc1OC (stereo not drawn),-3.3%

Further records:
Compound,mouse EphA4 binding
CCOc1ccc(NC(=O)Cn2nc(-c3ccccc3Cl)n(CC)c2=S)cc1,-2.1%
Cc1cccc(C)c1NC(=O)c1c(-c2ccccc2)noc1C,-7.7%
CC(=O)Nc1ccc(NC(=O)CSc2nnc(-c3ccco3)n2Cc2ccco2)cc1,-13.3%
Cc1ccc(C(=O)C[n+]2cc(-c3ccc(C)cc3)n3c2CCCCC3)cc1,9.9%
CCOC(=O)c1sc(NC(=O)c2ccc(C)s2)cc1C,-5.0%
Cc1sc2nc(CN(CCc3ccccc3)C(=O)c3ccco3)[nH]c(=O)c2c1C,11.9%
CCOc1ccc(-c2noc(-c3cccnc3)n2)cc1OC,-1.0%
CCn1c(N)c(C(=O)NCc2ccco2)sc1=S,5.8%
Cc1ccc(C(=O)NCCCn2ccnc2)o1,-1.5%
CC(/C=C/c1ccccc1)=N\NC(=O)c1ccncc1,-7.2%

Additional records.
Compound,mouse EphA4 binding
Cc1cc(C)nc(SCC(=O)N/N=C\c2sccc2C)n1,-10.3%
Cc1onc(C(=O)N2CCC(C(N)=O)CC2)c1-c1ccccc1Cl,2.9%
CC1=C(C)CC(C(=O)c2ccc(C)cc2)C(C(=O)O)C1 (stereo not drawn),1.4%
CC(C)C(=O)Nc1nnc(SCC(=O)NC2CC2)s1,-1.3%
O=C(NCCC1=CCCCC1)C1CCN(C(=O)c2ccc(Cl)cc2)CC1,-13.3%
O=C1NC(=Nc2ccc(F)cc2)S/C1=C/c1ccccc1F,-7.1%
COC(=O)c1ccc2c(=O)n(CC3CCCO3)c(SCC(=O)Nc3ccccc3OC)nc2c1 (stereo not drawn),5.4%
CS(=O)(=O)N(CCc1ccccc1)CC(=O)Nc1ccc(OCc2ccccc2)cc1,4.2%
Nc1ccc2nc3n(c(=O)c2c1)CCC3,0.5%
O=C(CSc1nn(-c2ccc(F)cc2)c(=S)s1)NC(=O)NCc1ccco1,-2.5%

The list continues.
Compound,mouse EphA4 binding
CCSCCOC(=O)C1=C(C)NC(=O)NC1c1ccccc1 (stereo not drawn),-20.3%
O=C1CCC(C(=O)Nc2ccc(Cl)cc2)N1 (stereo not drawn),-6.3%
N/C(=N\O)c1ccc(NC(=O)c2cccs2)cc1,3.3%
COc1ccc(Nc2ncnc3c2cnn3Cc2ccccc2)cc1,-4.0%
Nc1nc2n(n1)C(c1cccs1)CC(c1ccc(F)cc1)N2 (stereo not drawn),-26.0%
CCOC(=O)CSc1nc2cc(C)cc(C)c2cc1C#N,-1.8%
Cc1cc(C)c2[nH]c(=O)c(C(c3nnnn3C3CCCC3)N3CCOCC3)cc2c1 (stereo not drawn),5.1%
Cc1ccc2[nH]c3c(c2c1)CN(C(=O)CN1CCN(c2ccccc2F)CC1)CC3,2.2%
CCCOc1ccc(CSc2nc3ccccc3[nH]2)cc1,-0.5%
COC(C(=O)Nc1ccccc1F)c1ccccc1 (stereo not drawn),-7.0%
O=C(O)/C(=C1/OC(=O)c2ccccc21)c1ccccc1,-1.3%
Cc1cc(C)c2c(c1)c(C)cc1nnc(SCC(=O)c3cccs3)n12,-12.7%
C/C(N)=C(\C#N)C(=O)NCc1ccccn1,-16.7%
